APEX1 inh: qHTS Assay for Inhibitors of the Human Apurinic/apyrimidinic Endonuclease 1 (APE1); AID 2517, 2012; DNA repair nuclease/redox regulator APEX1 (Homo sapiens), P27695; 350,000 compounds, 0.35% hits; Potency, µM (titrated, usually from 65.8 µM), without a hit: top-dose activity change, negative = inhibition, usual class: inhibitors; recombinant APE1, TAMRA/BHQ-2 abasic DNA cleavage fluorescence;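 note: plate controls were vehicle for no effect and reference inhibitor for full effect; nearly all actives have a fitted effect of over 55% in size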
Target sequence (P27695 whole entry, looked up): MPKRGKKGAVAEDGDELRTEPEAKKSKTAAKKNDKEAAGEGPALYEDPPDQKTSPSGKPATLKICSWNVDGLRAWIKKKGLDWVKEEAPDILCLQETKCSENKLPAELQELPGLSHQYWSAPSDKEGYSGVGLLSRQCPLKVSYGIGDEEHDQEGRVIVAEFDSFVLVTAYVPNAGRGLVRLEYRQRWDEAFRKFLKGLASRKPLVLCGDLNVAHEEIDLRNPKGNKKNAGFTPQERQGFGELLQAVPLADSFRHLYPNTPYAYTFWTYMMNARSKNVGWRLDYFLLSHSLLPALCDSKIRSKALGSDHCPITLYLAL
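Quantitative HTS: incision of a TAMRA/BHQ-2 double-stranded substrate bearing a tetrahydrofuran abasic site by 0.75 nM APE1 raises fluorescence. Substrate 50 nM final, added after 15 min compound preincubation at room temperature; progress as third-minus-first kinetic read difference.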
Anesthetic bind: qHTS Assay for Identification of Novel General Anesthetics; Ferritin light chain (Equus caballus), P02791; apoferritin/1-aminoanthracene competitive binding, fluorescence; Potency, µM (highest dose often 77.5 µM), without a hit: at the top dose activity change, negative = displacement, hits mostly inhibitors; 350,000 compounds, 0.074% hits; note: nearly all actives have a fitted effect of over 20% in size
Target sequence (P02791 2-175 limits assumed): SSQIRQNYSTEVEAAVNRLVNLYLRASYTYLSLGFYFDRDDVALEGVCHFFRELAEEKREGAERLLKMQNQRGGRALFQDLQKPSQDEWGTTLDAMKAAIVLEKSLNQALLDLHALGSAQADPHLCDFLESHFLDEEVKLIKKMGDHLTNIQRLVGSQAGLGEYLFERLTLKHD
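Horse-spleen apoferritin (10 uM) was mixed with 50% saturated 1-aminoanthracene in PBS, exposed to compounds for 10 min at room temperature, and read for fluorescence (ex 380 nm, em 535 nm). Competitive displacement was fitted with a four-parameter Hill equation.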
BLM helicase inh: qHTS Assay for Inhibitors of Bloom's syndrome helicase (BLM). 350,000 compounds, 0.2% hits. recombinant BLM DNA unwinding, fluorescence dequenching. Potency, µM (top dose mostly 56.1 µM), without a hit: at the highest dose activity change, negative = inhibition, most hits filed as inhibitors. RecQ-like DNA helicase BLM (Homo sapiens), P54132. AID 2528, 2010;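 note: plate controls were vehicle for no effect and no enzyme for full effect; nearly all actives have a fitted effect of over 35% in size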
* marks the source's active call; other numbers are inactive results; ? = inconclusive; & = joins results of further samples; [ ] = another dose, or the depositor's remark. Calls come from the whole dose curve; as a rule, active = well fitted curve in the direction sought with a large enough effect; inconclusive = small, poorly fitted or top-dose-only effect, or another doubt; inactive = no such curve, though single readings can be large; an effect the other way counts as inactive or inconclusive. Unless noted, % is set by controls: 0 for no effect and ±100 for the full control effect; potency is the fitted concentration of half-maximal effect. This is a subset, so the mix of outcomes need not match the whole.

A first look:
Order of values – APEX1 inh | BLM helicase inh | Anesthetic bind
1: Cc1ccc(CNc2ncnc3ccc(-c4c(C)noc4C)cc23)cc1
→ -5% | 1% | -8%
2: COC(=O)c1ccc(C(NC(=O)OCc2ccccc2)/C(F)=C/[C@@H](C)C(=O)NC2CCCCC2)cc1 (stereo not given in full)
→ 0% | -8% | -23%
3: C[C@@H]1NC(=O)C/C=C\[C@@H](C)[C@@H]2C=C[C@H](O)[C@@H](COC(=O)[C@H](C)NC(=O)C/C=C\[C@@H](C)[C@@H]3C=C[C@H](O)[C@@H](COC1=O)O3)O2
→ 9%[12.4 µM] | 0%[12.4 µM] | 4%[15.3 µM]

The listing, repeating the preview:
Order of values – APEX1 inh | BLM helicase inh | Anesthetic bind
1: Cc1ccc(CNc2ncnc3ccc(-c4c(C)noc4C)cc23)cc1
→ -5% | 1% | -8%
2: COC(=O)c1ccc(C(NC(=O)OCc2ccccc2)/C(F)=C/[C@@H](C)C(=O)NC2CCCCC2)cc1 (stereo not given in full)
→ 0% | -8% | -23%
3: C[C@@H]1NC(=O)C/C=C\[C@@H](C)[C@@H]2C=C[C@H](O)[C@@H](COC(=O)[C@H](C)NC(=O)C/C=C\[C@@H](C)[C@@H]3C=C[C@H](O)[C@@H](COC1=O)O3)O2
→ 9%[12.4 µM] | 0%[12.4 µM] | 4%[15.3 µM]
4: COC(=O)[C@@H]1C[C@H]2CC[C@H](O)C[C@H]2N1Cc1c(F)cccc1Cl
→ -2% | -8% | -14%
5: COC(=O)NC(CC(C)=O)c1cccs1 (stereo not given)
→ 5%[12.4 µM] | 7%[12.4 µM] | -7%[15.3 µM]
6: CCC[C@@H]1C[C@@]1(CCC)C(NC(=O)c1ccc(-c2ccccc2)cc1)c1cccc(Cl)c1 (stereo not given in full)
→ -1% | -7% | -7%
7: CCOC(=O)OCC1OC(C#CC(C)(C)C)C=CC1OC(=O)OCC (stereo not given)
→ 1%[12.4 µM] | -11%[12.4 µM] | 3%[15.3 µM]
8: C=C(C)C(O)/C=C/c1ccc(C)cc1 (stereo not given)
→ 2%[12.4 µM] | -5%[12.4 µM] | -19%[15.3 µM]
9: C=CCc1cccc(C2NC(C(=O)O)CCC2C)c1 (stereo not given)
→ 5%[12.4 µM] | -15%[12.4 µM] | 2%[15.3 µM]
10: CC(=O)N1[C@H](Cc2ccccc2)C=C[C@]1(C)C(=O)O
→ -5% | 2% | -10%
11: CC(C)C(=O)N[C@H]1CCCN1C(=O)/C=C\c1ccccc1
→ 38%[activator][12.4 µM] | 1%[12.4 µM] | -9%[15.3 µM]
12: CCCn1c(C)nc2c(NCCN(C(C)C)C(C)C)nc(C)nc21
→ -2% | 1% | 6%
13: CCOC(=O)OCC1OC(C#Cc2ccc(C(C)(C)C)cc2)C=CC1OC(=O)OCC (stereo not given)
→ ? | 2%[12.4 µM] | -10%[15.3 µM]
14: CCOC(=O)C[C@@H](CC(C)=O)C(=O)OCC
→ 20%[12.4 µM] | 1%[12.4 µM] | -9%[15.3 µM]
15: C[C@@H](C(=O)Nc1ccc2ccccc2c1)[C@@H]1C[C@@]1(C)[C@@H](NS(=O)(=O)c1ccc2ccccc2c1)c1ccccc1
→ ? | -9% | 10%
16: C/C(CCN1CCCc2nc(C)c(C)cc21)=N\OC[C@@H](C)[C@H](OCc1ccccc1)C(C)C
→ 3%[12.4 µM] | 0%[12.4 µM] | -14%[15.3 µM]
17: CO[C@@H]1COC(=O)[C@H]2CCCN2C(=O)[C@@H](C)COC(=O)C/C=C\[C@H]1C
→ ? | 0%[12.4 µM] | 4%[15.3 µM]
18: C=CC[C@@H]1C=C[C@@H](O/N=C(/C)CCC(=O)OC[C@@H]2O[C@H](C#Cc3ccccc3)C=C[C@@H]2Oc2ccc(C)cc2)[C@@H](CO)O1
→ -10%[12.4 µM] | -2%[12.4 µM] | 5%[15.3 µM]
19: COC(=O)[C@@]1(Cc2ccccc2)[C@H]2c3cc(C(=O)N4CCCC4)n(Cc4ccccc4)c3C[C@H]2CN1C(=O)c1ccccc1
→ -9% | -19% | -7%
20: C#CCCCO/N=C1/C[C@@H](O)[C@@H](O)[C@@H]2[C@@H]3C(=O)N(c4cccc(Oc5ccccc5)c4)C(=O)[C@H]3CC[C@@H]12
→ 39%[activator][12.4 µM] | 3%[12.4 µM] | -7%[15.3 µM]
21: C=C(C)C(O)/C=C/C=C/c1ccccc1 (stereo not given)
→ ? | 2%[12.4 µM] | -8%[15.3 µM]
22: C[C@@H](C(=O)Cc1ccc2ccccc2c1)[C@@H]1C[C@@]1(C)[C@@H](NP(=O)(c1ccccc1)c1ccccc1)c1ccccc1
→ -6% | -7% | -12%
23: CCN1C(C)=C(C(=O)OC)C(c2ccccc2)N2C(=O)[C@](O)(C(=O)OC)CC(C#N)=C12 (stereo not given in full)
→ 24%[12.4 µM] | -1%[12.4 µM] | -10%[15.3 µM]
24: CC(=O)OC[C@@H]1O[C@H](CCO/N=C(\C)CCN2CCCc3nc(C)c(C)cc32)C=C[C@@H]1OC(C)=O
→ 10%[12.4 µM] | 3%[12.4 µM] | 12%[15.3 µM]
25: Cc1ccc(S(=O)(=O)N[C@@H](CCc2ccccc2)CC(=O)C(C)(C)C)cc1
→ ? | -1%[12.4 µM] | -3%[15.3 µM]
26: CCCn1c(-c2ccc(F)cc2)nc2c(NC(C)CCCN(CC)CC)nc(C)nc21 (stereo not given)
→ -3% | -8% | 0%
27: COC(=O)[C@@]1(Cc2ccc(OC)cc2)[C@H]2c3cc(C(=O)N(C)C)n(CCO)c3C[C@H]2CN1C(=O)c1ccccc1
→ 2% | -3% | -6%
28: CO/N=C(\C)CCN1CCCc2nc(C)c(C)cc21
→ -4%[12.4 µM] | -1%[12.4 µM] | 39%[activator][15.3 µM]
29: COC(=O)NC(/C(C(=O)OC)=C(\C)NCc1ccccc1)c1ccccc1 (stereo not given)
→ 19%[12.4 µM] | 1%[12.4 µM] | -10%[15.3 µM]
30: COC(=O)CNC(=O)[C@@]1(C)C=C[C@@H](Cc2ccccc2)N1C(C)=O
→ -9% | 17% | -8%
31: COC(=O)[C@@]1(Cc2ccc(OC)cc2)[C@H]2c3cc(C(=O)N(C)C)n(CCF)c3C[C@H]2CN1C(=O)c1ccccc1
→ 1% | -5% | -21%
32: CC(=O)OC[C@H]1O[C@@H](O/N=C(\C)CCC(=O)OC[C@@H]2O[C@H](C#Cc3ccccc3)C=C[C@@H]2Oc2ccc(C)cc2)[C@H](OC(C)=O)[C@@H](OC(C)=O)[C@H]1OC(C)=O
→ 8%[12.4 µM] | -1%[12.4 µM] | -9%[15.3 µM]
33: CC(C)=CCC/C(C)=C/CO/N=C1/C[C@@H](O)[C@@H](O)[C@@H]2[C@@H]3C(=O)N(C[C@@H]4CCCO4)C(=O)[C@H]3CC[C@@H]12
→ ? | 1%[12.4 µM] | 4%[15.3 µM]
34: CCCn1c(C)nc2c(NCCN3CCOCC3)nc(C)nc21
→ 3% | -10% | 1%
35: Cc1cc(C)c(-c2cc([C@H](C)O/N=C3/[C@H]4OC4[C@@H](O)[C@H]4[C@H]3CCn3c(=O)n(-c5ccccc5)c(=O)n34)on2)c(C)c1 (stereo not given in full)
→ 24%[12.4 µM] | 2%[12.4 µM] | -3%[15.3 µM]
36: CO[C@H]1COC(=O)[C@@H](CCSC)NC(=O)C/C=C\[C@@H](C)[C@H](OC)COC(=O)[C@@H](OCc2ccccc2)/C=C\[C@@H]1C
→ 7%[12.4 µM] | 1%[12.4 µM] | -9%[15.3 µM]
37: CC(C)CO/N=C1/[C@H]2O[C@@H]2[C@@H](O)[C@H]2[C@H]1CCn1c(=O)n(C)c(=O)n12
→ -10%[12.4 µM] | -3%[12.4 µM] | -3%[15.3 µM]
38: CN(C)C(=O)[C@H]1C[C@@H]1[C@H](NC(=O)OCc1ccccc1)c1ccccc1
→ 12% | 5% | 0%
39: COCCN(CCOC)c1nc(C)nc2c1nc(-c1ccccc1)n2CCN1CCCC1
→ 11% | -13% | 1%
40: Cc1noc(C)c1-c1ccc2ncnc(NCC3CCN(C)CC3)c2c1
→ -2% | 0% | 0%
41: CC(C)(C)OC(=O)C1=NOC2(C=CC(=O)C=C2)C1
→ ? | 1% | -9%[15.3 µM]
42: COC(=O)C/C=C\[C@@H](C)[C@H]1C=C[C@H](O)[C@@H](CO)O1
→ 2%[12.4 µM] | -1%[12.4 µM] | -4%[15.3 µM]
43: COC(=O)N1CC=CC1(C)C(=O)O (stereo not given)
→ 10% | -10% | -5%
44: CCC/C=C(\CCC)C(NS(C)(=O)=O)c1ccccc1 (stereo not given)
→ 2% | -4% | -3%
45: CCCn1c(C)nc2c(NCCCN3CCCCC3C)nc(C)nc21 (stereo not given)
→ -2% | 0% | -7%
46: COC(=O)C/C=C\[C@@H](C)[C@@H](/C=N\O[C@@H]1O[C@H](COC(C)=O)[C@@H](OC(C)=O)[C@H](OC(C)=O)[C@H]1OC(C)=O)NS(=O)(=O)c1ccc(C)cc1
→ 37%[activator][12.4 µM] | 3%[12.4 µM] | 5%[15.3 µM]
47: CCCC[C@@H]1C[C@H]1C(NC(=O)c1ccco1)c1ccc(C(=O)OC)cc1 (stereo not given in full)
→ -11% | -7% | -4%
48: CCCC[C@@H]1C[C@H]1C(NC(=O)c1ccco1)c1ccc(-c2ccccc2)cc1 (stereo not given in full)
→ -4% | -7% | -10%
49: COc1cccc([C@H]2Oc3ccc(OC)cc3/C(=N\O[C@@H](C)c3cn([C@H](CO)Cc4ccccc4)nn3)[C@@H]2O)c1
→ -3%&24%[12.4 µM] | -3%&-2%[12.4 µM] | 7%&4%[15.3 µM]
50: CCN(CC)CCn1c(-c2ccccc2)nc2c(N3CCOCC3)nc(C)nc21
→ -1% | -3% | -1%
51: CC1(C)Oc2cc3c(cc2O1)OC(C)(C)O3
→ ? | 2%[12.4 µM] | 15%[15.3 µM]
52: C/C=C/C1Oc2ccc(OC)cc2N2C(=O)C(C)C(OCOC)C12 (stereo not given)
→ ? | 0%[12.4 µM] | -13%[15.3 µM]
53: CCCn1c(C)nc2c(NC(C)CN(C)C)nc(C)nc21 (stereo not given)
→ -7% | -1% | -4%
54: COC(=O)c1ccc(C(NC(=O)OCc2ccccc2)/C(F)=C/[C@@H](C)C(=O)NCCO)cc1 (stereo not given in full)
→ -7% | -1% | -2%
55: CCOC(=O)N/N=C1/C[C@@H](O)[C@@H](O)[C@@H]2[C@@H]3C(=O)N(C[C@@H]4CCCO4)C(=O)[C@H]3CC[C@H]12
→ ? | 2%[12.4 µM] | 0%[15.3 µM]
56: CO[C@H]1COC(=O)C/C=C\[C@H](C)[C@@H](NS(=O)(=O)c2ccc(C)cc2)COC(=O)C/C=C\[C@@H]1C
→ ? | -3%&-2%[12.4 µM] | -14%&-11%[15.3 µM]
57: COC(=O)[C@@H]1C[C@H]1[C@@H](NS(=O)(=O)c1ccc2ccccc2c1)c1ccccc1
→ 5% | -10% | -12%
58: CC1CCC2C(=O)N3C(CCC(C)[C@@H]3c3cccc(N4CCOCC4)c3)C(=O)N2C1c1cccc(Br)c1 (stereo not given in full)
→ ? | 5%[12.4 µM] | 7%[15.3 µM]
59: Cc1noc(C)c1-c1ccc2ncnc(NC(C)c3ccccc3)c2c1 (stereo not given)
→ 17% | 3% | -11%
60: Cc1nc(NC2CCCCC2)c2nc(-c3ccccc3)n(C(C)CN(C)C)c2n1 (stereo not given)
→ -2% | -5% | -11%

The list goes on.
Order of values – APEX1 inh | BLM helicase inh | Anesthetic bind
61: CO[C@@H]1COC(=O)[C@H](C)NC(=O)[C@@H](C)COC(=O)CCC[C@H]1C
→ 5%[12.4 µM] | 4%[12.4 µM] | -11%[15.3 µM]
62: CC(C)(C)N1C(=O)[C@H]2[C@@H]3[C@H](O)[C@H](O)CC(=O)[C@H]3CC[C@H]2C1=O
→ 16%&-2%[12.4 µM] | 4%&-1%[12.4 µM] | 8%&4%[15.3 µM]
63: COc1cc(CNc2ncnc3ccc(-c4c(C)noc4C)cc23)cc(OC)c1OC
→ 4% | 1% | -12%
64: COCCn1c(C(=O)N2CCCC2)cc2c1C[C@H]1CN(C(=O)c3ccccc3)[C@@](Cc3ccc(OC)cc3)(C(=O)OC)[C@@H]21
→ -6% | 0% | -14%
65: CC1CCC2C(=O)N3C(CCC(C)C3c3ccccc3Br)C(=O)N2C1c1ccc(C#CCN(C)C)cc1 (stereo not given)
→ -10%[12.4 µM] | 2%[12.4 µM] | -9%[15.3 µM]
66: CCOC(=O)OCC1OC(C#Cc2ccccc2)C=CC1OC(=O)OCC (stereo not given)
→ 3%[12.4 µM] | -2%[12.4 µM] | -1%[15.3 µM]
67: COc1ccc2nc(-c3ccc(N(C)C)cc3)sc2c1
→ -2% | 0% | 38%[activator]
68: CO[C@@H]1COC(=O)[C@H](C)NC(=O)C/C=C\[C@@H](C)[C@H](OC)COC(=O)[C@H](C)NC(=O)C/C=C\[C@H]1C
→ ? | 0%[12.4 µM] | -2%[15.3 µM]

Source: PubChem
